USP1 inh – Inhibitors of USP1/UAF1: Primary Screen | Ubiquitin carboxyl-terminal hydrolase 1 (Homo sapiens), O94782 | recombinant USP1/UAF1, Ub-Rhodamine cleavage fluorescence | Potency, µM (titrated, usually from 57.1 µM), without a hit: at the highest dose activity change, negative = inhibition, most hits filed as inhibitors | 390,000 tested, 0.23% active | AID 743255, 2014; also: potency is read from the fitted curve at half-maximal effect; % is scaled to controls: 0 for no effect and ±100 for the full control effect; nearly all actives have a fitted effect of over 60% in size; inactives centre near -12
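High-throughput fluorogenic screen: 1nM USP1/UAF1 complex, Ub-Rho substrate 150nM final, 50mM HEPES pH 7.8 with 0.5mM EDTA, 0.1 mg/ml BSA, 1mM TCEP and 0.01% Tween-20.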
Vif-APOBEC3G blk – qHTS for Inhibitors of Vif-A3G Interactions: qHTS; DNA dC->dU-editing enzyme APOBEC-3G (Homo sapiens), Q9HC16; HeLa A3G-eYFP + Vif (tagged APOBEC3G with the HIV-1 protein that degrades it), YFP fluorescence, overnight; Potency, µM (series often up to 46.1 µM), without a hit: top-dose activity, negative = active, actives largely listed as inhibitors; 410,000 tested, 0.076% active; AID 602310, 2012;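 also: potency is read from the fitted curve at half-maximal effect; % is scaled to controls: 0 for no effect and ±100 for the full control effect; nearly all actives have a fitted effect of over 60% in size; hits raise eYFP signal because A3G escapes Vif-driven loss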
Target sequence (Q9HC16 whole entry, looked up): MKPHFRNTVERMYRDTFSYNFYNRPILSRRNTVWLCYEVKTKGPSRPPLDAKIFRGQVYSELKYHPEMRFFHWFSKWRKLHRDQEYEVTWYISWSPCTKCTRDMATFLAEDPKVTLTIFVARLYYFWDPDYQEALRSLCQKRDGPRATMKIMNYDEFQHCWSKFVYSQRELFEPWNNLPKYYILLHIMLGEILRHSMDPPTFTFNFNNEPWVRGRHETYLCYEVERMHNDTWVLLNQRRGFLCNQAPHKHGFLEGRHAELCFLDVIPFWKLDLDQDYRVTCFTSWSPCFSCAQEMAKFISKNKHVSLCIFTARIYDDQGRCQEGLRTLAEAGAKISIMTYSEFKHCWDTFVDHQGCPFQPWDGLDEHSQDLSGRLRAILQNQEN
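HeLa cells stably expressing Vif and C-terminally eYFP-tagged A3G, seeded overnight at 37 deg C, then exposed to compound by pintool overnight at 37 deg C. Rise in yellow fluorescence (Ex 488/Em 500-530, Acumen) marks blocked Vif-driven A3G degradation.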
LDHA block – qHTS assay for inhibitors of human lactate dehydrogenase; L-lactate dehydrogenase A chain (Homo sapiens), P00338; purified LDHA, NADH/diaphorase-resazurin fluorescence; stronger effect = lower value; activity change, % (values are at about 110 or 230 µM); 480,000 tested, 0.15% active; AID 1347041, 2019; in the data active = activity change below about -30%; inconclusive = mostly about -25% to -30%;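 also: plate controls were DMSO wells for no effect and wells without enzyme for full effect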
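LDH5 2 nM; NADH 0.06 mM, pyruvate 0.2 mM; 200 mM Tris pH 7.4, EDTA, Tween-20; 5 min RT. Detection: diaphorase 0.133 mg/mL + resazurin 37 µM, fluorescence ex540/em590 at 0 and 20 min; normalized to enzyme-free and DMSO wells.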
Glioma ERSR ind – qHTS for Inducers of the Endoplasmic Reticulum Stress Response (ERSR) in Human Glioma: qHTS; U87-MG GRP78 promoter luciferase reporter, 16 h; Potency, µM, for inactives: at the top dose activation, most hits filed as activators; 420,000 tested, 0.02% active; also: potency is read from the fitted curve at half-maximal effect; series mostly up to about 76 µM; % of control where 0% means no effect; nearly all actives have a fitted effect of over 35% in size
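ERSR induction read as luciferase luminescence (Bright-Glo, 10 min at room temperature) in stably transfected human U87-MG glioma cells exposed to compounds for 16 h, using GRP78 as sensor.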
TrxR1 substrate – qHTS Assay for Substrates of Mammalian Selenoprotein Thioredoxin Reductase 1 (TrxR1): qHTS; purified TrxR1 substrate turnover, NADPH consumption readout; Potency, µM (top dose mostly 114 µM), without a hit: at the highest dose activity change, negative = substrate turnover; Thioredoxin reductase 1, cytoplasmic (Rattus norvegicus), O89049; 390,000 tested, 0.01% active; also: potency is read from the fitted curve at half-maximal effect; % is scaled to controls: 0 for no effect and ±100 for the full control effect; nearly all actives have a fitted effect of over 50% in size
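Rat TrxR1, dispensed at 90 nM, was prereduced with 400 uM NADPH (final) for 5 min at ~22 deg C, then incubated with compound 15 min before 400 uM selenite. A first-read NADPH fluorescence drop versus no-compound background flagged substrates.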
Vif-A3F inh – qHTS for Inhibitors of Vif-A3F Interactions: qHTS; 390,000 tested, 0.2% active; HeLa A3F-eYFP + Vif (tagged APOBEC3F with the HIV-1 protein that degrades it), YFP fluorescence increase; Potency, µM (highest dose often 46.1 µM), for the others: at the highest dose activity, negative = active; also: potency is read from the fitted curve at half-maximal effect; % of control where 0% means no effect; nearly all actives have a fitted effect of over 65% in size
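Fluorescence increase (Ex 488/Em 500-530) after overnight compound treatment at 37 deg C flags inhibition of Vif-driven A3F-eYFP loss in stable HeLa A3F-eYFP/Vif cells seeded overnight beforehand.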
RXFP1 agonist – qHTS Assay for Agonists of the Relaxin Receptor RXFP1; Relaxin receptor 1 (Homo sapiens), Q9HBX9; HEK293T-RXFP1 cAMP TR-FRET, 30 min; response scale: percent of porcine relaxin response, buffer zero; Potency, µM (highest dose often 57.5 µM), for the others: top-dose activation, most hits filed as activators; 370,000 tested, 0.3% active; AID 2676, 2010; also: potency is read from the fitted curve at half-maximal effect; % is scaled to controls: 0 for no effect and ±100 for the full control effect; nearly all actives have a fitted effect of over 60% in size; many of its hits are not listed in these tables
Target sequence (Q9HBX9 whole entry, looked up): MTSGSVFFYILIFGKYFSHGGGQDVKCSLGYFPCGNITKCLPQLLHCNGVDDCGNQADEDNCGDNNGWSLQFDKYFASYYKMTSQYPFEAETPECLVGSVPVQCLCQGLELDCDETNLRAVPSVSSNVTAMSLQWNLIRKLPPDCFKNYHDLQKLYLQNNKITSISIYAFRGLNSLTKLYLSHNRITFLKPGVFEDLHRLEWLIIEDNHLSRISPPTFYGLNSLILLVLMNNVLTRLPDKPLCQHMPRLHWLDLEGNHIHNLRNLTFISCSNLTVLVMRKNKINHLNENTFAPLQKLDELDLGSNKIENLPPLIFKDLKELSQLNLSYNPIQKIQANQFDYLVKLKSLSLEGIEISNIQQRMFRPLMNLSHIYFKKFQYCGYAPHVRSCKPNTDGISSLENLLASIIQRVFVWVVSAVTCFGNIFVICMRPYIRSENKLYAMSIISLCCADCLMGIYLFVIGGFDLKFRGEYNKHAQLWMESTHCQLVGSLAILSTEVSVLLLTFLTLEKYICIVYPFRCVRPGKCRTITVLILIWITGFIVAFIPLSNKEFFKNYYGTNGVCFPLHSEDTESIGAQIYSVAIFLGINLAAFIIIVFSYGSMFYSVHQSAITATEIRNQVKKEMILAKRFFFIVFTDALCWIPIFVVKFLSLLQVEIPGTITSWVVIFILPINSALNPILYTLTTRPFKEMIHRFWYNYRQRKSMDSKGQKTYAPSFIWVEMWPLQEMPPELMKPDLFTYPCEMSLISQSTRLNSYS
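Agonist response is measured as cAMP accumulation in an RXFP1-transfected HEK293T line under PDE4 inhibition. Values are scaled between buffer-only and 29 nM porcine relaxin, and EC50s come from standard Hill equation fits.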
PI4K2A inh – qHTS for small molecular inhibitors of PI4K2A. activity change, negative = inhibition, % at 76.9 µM. 420,000 tested, 0.13% active. purified PI4K2A, ADP-Glo luminescence, 1 h; stronger effect = lower value. Phosphatidylinositol 4-kinase type 2-alpha (Homo sapiens), Q9BTU6; in the data active = activity change below about -50%; inconclusive = mostly about -30% to -49%;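 also: -100% = wells without enzyme as full effect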
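PI4K2A activity was measured by ADP-Glo luminescence: enzyme (4 ug/mL stock) and phosphatidylinositol (1.2 mM stock) in Tris pH 7.5/MgCl2/EGTA/Triton X-100 buffer were reacted with ATP (300 microM stock) for one hour at ambient temperature.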
IDH1 R132H inh – qHTS for Inhibitors of mutant isocitrate dehydrogenase 1 (IDH1): qHTS. Isocitrate dehydrogenase [NADP] cytoplasmic (Homo sapiens), O75874. AID 602179, 2012. IDH1-R132H enzyme, NADPH consumption, diaphorase/resazurin fluorescence. 390,000 tested, 0.093% active. Potency, µM (series often up to 76.6 µM), for inactives: at the highest dose activity change, negative = inhibition, actives largely listed as inhibitors; also: potency is read from the fitted curve at half-maximal effect; % is scaled to controls: 0 for no effect and ±100 for the full control effect; nearly all actives have a fitted effect of over 65% in size
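IDH1-R132H (0.5 ug/mL dispensed) in pH 7.5 Tris buffer was preincubated 30 min with compound, then given a substrate mix of 0.016 mM NADPH and 2 mM alpha-KG for 80 min at room temperature; remaining NADPH was read by diaphorase/resazurin fluorescence.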
Numbers without * were called inactive; ? = inconclusive; · = no result given; & = joins results of further samples; [ ] = dose if it differs, or a comment. Unless noted, calls follow the shape of the dose curve; as a rule, active = well fitted curve in the direction sought with a large enough effect; inconclusive = small, poorly fitted or top-dose-only effect, or another doubt; inactive = no such curve, though single readings can be large; an effect the other way counts as inactive or inconclusive. The list is partial; rates above refer to the full screens.

nr	molecule	USP1 inh	Vif-APOBEC3G blk	LDHA block	Glioma ERSR ind	TrxR1 substrate
1	Fc1cccc2sc(N3CCCC3)nc12	-19%	0%	-5	4%	9%[57.1 µM]
2	Cc1cc(S(=O)(=O)Nc2nc(CN3CCOCC3)nc3sc4c(c23)CCC4)ccc1F	?	-8%	2	-2%	-1%[57.1 µM]
3	O=[N+]([O-])c1cccc(-c2csc(Nc3ccccc3)n2)c1	-6%	-7%	-4	-7%	-4%[57.1 µM]
4	CCOC(=O)C1=C(C)NC(=S)NC1c1ccc(-c2ccc(Cl)cc2)o1 (configuration not stated)	-22%	-6%	-3	-3%	-3%
5	Cc1ccccc1-n1nnnc1SCC(=O)c1c(N)n(C)c(=O)n(C)c1=O	-30%	-1%	-3	8%	4%
6	COc1ccc(CC(=O)Nc2ccc(-c3noc(COc4ccccc4C)n3)cc2)cc1	-3%	-1%	-8	-8%	7%[57.1 µM]
7	Cc1ccccc1C(=O)N1CCCC(N2CCN(Cc3ccc4c(c3)OCO4)CC2)C1 (configuration not stated)	-18%	3%	-1	-4%	4%
8	COc1cccc(CN2CC(C(=O)N3CCCCCCC3)CCC2=O)c1 (configuration not stated)	-13%	3%	-1	-4%	2%

nr	Vif-A3F inh	RXFP1 agonist	PI4K2A inh	IDH1 R132H inh
1	6%	-1.5%	2	6%
2	-22%	·	7	5%
3	11%	0.3%	-3	3%
4	-7%	-0.2%	0	0%
5	1%	23%	-3	7%
6	-2%	3.5%	-1	-1%
7	5%	0.3%	1	0%
8	5%	8.2%	-19	6%

Some of the entries above, reformatted:
Below each SMILES – USP1 inh, Vif-APOBEC3G blk, LDHA block, Glioma ERSR ind, TrxR1 substrate, Vif-A3F inh, RXFP1 agonist, PI4K2A inh, IDH1 R132H inh
(1) Fc1cccc2sc(N3CCCC3)nc12
  -19%, 0%, -5, 4%, 9%[57.1 µM], 6%, -1.5%, 2, 6%
(2) Cc1cc(S(=O)(=O)Nc2nc(CN3CCOCC3)nc3sc4c(c23)CCC4)ccc1F
  ?, -8%, 2, -2%, -1%[57.1 µM], -22%, ·, 7, 5%
(3) O=[N+]([O-])c1cccc(-c2csc(Nc3ccccc3)n2)c1
  -6%, -7%, -4, -7%, -4%[57.1 µM], 11%, 0.3%, -3, 3%

The results go on.
nr	molecule	USP1 inh	Vif-APOBEC3G blk	LDHA block	Glioma ERSR ind	TrxR1 substrate
9	COc1cc2nc(N(CCCN(C)C)C(=O)c3ccc(S(=O)(=O)N(C)C4CCCCC4)cc3)sc2cc1OC	-17%	3%	-6	-4%	-7%
10	Cc1ccc(-c2nc3cc(Cl)ccc3o2)cc1NC(=O)c1cc([N+](=O)[O-])ccc1N1CCOCC1	-22%	-2%	-2&0	-1%	0%
11	CN(C)c1ccc(-c2csc(C(O)c3ccccc3)n2)cc1 (configuration not stated)	·	0%	-2	1%	·
12	NNC(=S)NCc1ccco1	-4%	-3%	9	-2%	7%[57.1 µM]
13	O=C(CN1C(=O)C(=O)N(Cc2ccco2)C1=O)c1c[nH]c2ccccc12	-7%	-2%	-1	-4%	0%
14	Cc1sc2ncn(CC(=O)NCCCN3CCC(C)CC3)c(=O)c2c1S(=O)(=O)N1CCC(C)CC1	-14%	-7%	-17	-2%	1%
15	COc1ccc(N2C(=O)C(CC(N)=O)N(NC(=O)CCc3ccccc3)C2=O)cc1 (configuration not stated)	-13%	2%	-1	1%	3%
16	CN(CC(=O)Nc1cc(S(=O)(=O)N2CCOCC2)ccc1Cl)C1CCS(=O)(=O)C1 (configuration not stated)	-6%	1%	3	-1%	-1%[57.1 µM]

nr	Vif-A3F inh	RXFP1 agonist	PI4K2A inh	IDH1 R132H inh
9	?	-1.8%	6	20%
10	-2%	2.0%	2	14%
11	·	·	-3	·
12	10%	2.6%	-9	2%
13	-7%	0.1%	-21	-16%
14	-27%	0.0%	5	-6%
15	1%	-2.7%	1	8%
16	-3%	4.1%	6	7%

The list goes on:
nr	molecule	USP1 inh	Vif-APOBEC3G blk	LDHA block	Glioma ERSR ind	TrxR1 substrate
17	Cc1ccc(-c2csc(NC(=O)c3ccno3)n2)cc1	-20%	-1%	4	5%	-13%
18	Cc1ccc(/C=C/C(=O)NC2CCS(=O)(=O)C2)cc1 (configuration not stated)	-9%	2%	-4	3%	5%
19	CCOc1ccc(N(C)C(=O)CCc2nnc3ccc(NCc4ccco4)nn23)cc1	-24%	-2%	-2	-3%	5%
20	C/C(=N\NC(N)=O)c1ccccc1Cl	-12%	0%	-16	-3%	3%
21	O=C(CC1Nc2ccccc2NC1=O)NCCCN1CCCCCC1 (configuration not stated)	-9%	0%	4	-5%	-4%
22	COc1ccc(NC(=O)N2CCN3CCCCC3C2)cc1OC (configuration not stated)	-17%	5%	12	-3%	7%
23	Cc1ccc(C(=O)N/C(=C/c2ccc(F)cc2)C(=O)NCc2ccncc2)cc1	-15%	1%	-4	-3%	0%
24	O=C1CC(C(=O)N2CCN(c3ccccc3Cl)CC2)CN1Cc1ccccc1 (configuration not stated)	-1%	2%	-10	0%	-16%

nr	Vif-A3F inh	RXFP1 agonist	PI4K2A inh	IDH1 R132H inh
17	·	0.0%	-9	0%
18	-7%	1.5%	-6	10%
19	-12%	6.9%	-18	-5%
20	20%	-1.0%	-1	2%
21	3%	2.0%	4	2%
22	-8%	-2.1%	0	18%
23	-5%	1.0%	3	1%
24	2%	0.2%	-2	-13%

(list continues)
nr	molecule	USP1 inh	Vif-APOBEC3G blk	LDHA block	Glioma ERSR ind	TrxR1 substrate
25	O=C(CCN1C(=O)c2cccc([N+](=O)[O-])c2C1=O)Nc1nccs1	4%	3%	-4	1%	1%[57.1 µM]
26	Cc1cccc(NS(=O)(=O)c2ccc(C)c(C(=O)NNC(=O)c3csc(N4CCOCC4)n3)c2)c1	-14%	-1%	-3	-3%	-2%
27	Cc1nn(Cc2cccc(C(=O)NN)c2)c(C)c1Cl	-6%	3%	-6	-1%	1%[57.1 µM]
28	CCc1ccccc1NC(=O)CNC(=O)CCc1nc2sc3c(c2c(=O)[nH]1)CCCC3	-17%	-10%	-4	-2%	-3%
29	Cc1ccc(C2=NC3(CCCC3)N=C2SCC(=O)Nc2ccc3c(c2)OCCO3)cc1	-16%	-4%	3	-5%	-11%[57.1 µM]
30	CCOC(=O)c1cn(-c2ccccc2)nc1-c1cccnc1	-18%	-6%	-1	-1%	-3%[57.1 µM]
31	COc1ccc(CCNC(=O)Cn2c(=O)n(-c3ccc(F)cc3F)c(=O)c3sccc32)cc1OC	-11%	1%	2	-2%	-4%
32	Cc1c(C(=O)Nc2ccc(Cl)cc2)c2ccccn2c1C(=O)c1ccc([N+](=O)[O-])cc1	-7%	-3%	-3	-2%	-11%

nr	Vif-A3F inh	RXFP1 agonist	PI4K2A inh	IDH1 R132H inh
25	8%	-0.6%	-4	2%
26	0%	·	-2	-9%
27	-2%	4.6%	0	3%
28	?	5.0%	-10	3%
29	-4%	-1.3%	-21	12%
30	2%	2.8%	-2	8%
31	10%	0.8%	-3	2%
32	0%	1.4%	-5	-6%

(further entries)
nr	molecule	USP1 inh	Vif-APOBEC3G blk	LDHA block	Glioma ERSR ind	TrxR1 substrate
33	COc1cccc(CNC(=O)C(=O)NCCC2CCCCN2S(=O)(=O)c2ccc(C)cc2)c1 (configuration not stated)	-6%	?	-7	-1%	-5%
34	Cc1ccc(S(=O)(=O)N2CCN(C(=O)COC(=O)c3nc(Cl)ccc3Cl)CC2)c(C)c1	-22%	1%	-4	2%	0%
35	O=C(NCc1ccc(Cl)cc1)C1CCCN(c2nc3ccccc3n3cccc23)C1 (configuration not stated)	?	-1%	1	-5%	-3%
36	O=C(CCNC(=O)c1ccc(Cl)cc1)Nc1nc2ccccc2[nH]1	-11%	1%	-5	0%	2%
37	O=C(NCc1ccco1)c1cccc(Br)c1	-19%	-1%	-1	-4%	1%
38	CC1(C(=O)NS(=O)(=O)c2ccc(Cl)cc2)CCN1C(=O)c1ccco1 (configuration not stated)	·	2%	-17	-1%	·
39	O=C1CC(Cc2ccc(Cl)cc2)C(=O)N1c1ccccn1 (configuration not stated)	2%	0%	-7	-1%	0%
40	COc1ccc(Cl)cc1C(=O)Nn1cnnc1	-16%	-1%	-14	-1%	1%

nr	Vif-A3F inh	RXFP1 agonist	PI4K2A inh	IDH1 R132H inh
33	6%	5.0%	1	7%
34	?	·	2	-7%
35	-25%	3.2%	-1	15%
36	-17%	·	-1	0%
37	-18%	-0.4%	-2	-8%
38	·	·	2	·
39	8%	0.6%	5	5%
40	5%	0.5%	-3	-7%
